ERG-DNA inh: qHTS for Small Molecule Inhibitors of the ERG Ets/DNA interaction | Potency, µM (titrated, usually from 76.9 µM), for inactives: at the highest dose FP activity, negative = inhibition, hits mostly inhibitors | hit rate 0.028% among 370,000 | fluorescence polarization, His-ERG Ets domain / labelled DNA; active = well fitted inhibition curve with a large enough effect in the polarisation, with a control signal flat; inconclusive = small, poorly fitted or top-dose-only effect, or effect the other way, or a change in a side signal; inactive = no such curve, though single readings can be large or run the other way; the % refers to the polarisation;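 note: polarization taken with two DNA probes labelled with fluorescein and Texas red; % of control where 0% means no effect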
Target sequence (P11308 whole entry, looked up, the tested form may be a part): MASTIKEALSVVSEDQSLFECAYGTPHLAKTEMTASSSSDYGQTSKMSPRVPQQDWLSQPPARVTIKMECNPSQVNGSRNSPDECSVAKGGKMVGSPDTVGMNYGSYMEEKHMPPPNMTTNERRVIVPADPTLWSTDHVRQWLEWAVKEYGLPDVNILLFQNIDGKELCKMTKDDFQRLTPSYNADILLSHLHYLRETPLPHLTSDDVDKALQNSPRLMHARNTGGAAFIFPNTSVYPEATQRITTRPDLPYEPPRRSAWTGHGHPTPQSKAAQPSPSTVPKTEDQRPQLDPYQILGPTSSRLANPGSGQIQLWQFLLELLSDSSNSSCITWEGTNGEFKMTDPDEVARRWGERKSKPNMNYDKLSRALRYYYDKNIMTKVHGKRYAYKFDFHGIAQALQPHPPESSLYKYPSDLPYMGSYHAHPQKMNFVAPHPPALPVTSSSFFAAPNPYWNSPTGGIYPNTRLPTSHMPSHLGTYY
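His-tagged ERG Ets domain (1 uM in the protein solution; 300mM KCl, 50mM Tris-HCl, 1mM EDTA, 1mM DTT, pH 7.5) received compound, then a probe mix of 5 nM fluorescein-DNA and 100nM Texas-615-DNA. Fluorescence polarization was read for both dyes.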
RGS4 inh: Inhibitors of Regulator of G Protein Signaling (RGS) 4: qHTS; Regulator of G-protein signaling 4 (Homo sapiens), P49798; Transcreener GDP fluorescence polarization, RGS4-accelerated GTP hydrolysis; Potency, µM (top dose mostly 114 µM), for the others: top-dose activity change, negative = inhibition, usual class: inhibitors; hit rate 0.039% among 390,000; note: % is set by controls: 0 for no effect and ±100 for the full control effect; nearly all actives have a fitted effect of over 75% in size; some results filed as inactive show a strong effect at the top dose
Target sequence (P49798 whole entry, looked up): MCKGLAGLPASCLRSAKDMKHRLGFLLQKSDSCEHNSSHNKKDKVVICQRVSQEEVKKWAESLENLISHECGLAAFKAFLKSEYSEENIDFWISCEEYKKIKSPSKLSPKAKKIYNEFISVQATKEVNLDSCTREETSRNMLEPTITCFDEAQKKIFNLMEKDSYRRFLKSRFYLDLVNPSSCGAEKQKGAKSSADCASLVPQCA
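MLSMR compounds (23 nl, pin-transferred) preincubated 10 min at room temperature with a 500nM (2x) first reagent, then RGS4 at 900nM (2x) plus Transcreener GDP mix added; fluorescence polarization (620/688 nm) read before and after 90 min at 30 °C.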
12-LOX inh: Primary qHTS assay for inhibitors of human arachidonate 12S-lipoxygenase (ALOX12): Round 2 | purified 12hLO, xylenol orange hydroperoxide absorbance | Potency, µM (top dose mostly 108 µM), without a hit: at the top dose activity change, negative = inhibition, hits mostly inhibitors | hit rate 1.1% among 580,000 | AID 1671190, 2021; note: % is set by controls: 0 for no effect and ±100 for the full control effect
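Hydroperoxide product was detected by ferrous iron/xylenol orange as the 573 to 405 nm absorbance ratio. Arachidonic acid at 40 uM (final) was turned over for 30 min at room temperature by 150 nM human 12hLO, pH 7.0 Hepes buffer, after 15 min compound preincubation.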
GLS inh: qHTS for Inhibitors of Glutaminase (GLS); GLS enzymatic activity, qHTS titration; Potency, µM (series often up to 45.5 µM), for the others: top-dose activity change, negative = inhibition, actives largely listed as inhibitors; hit rate 0.21% among 410,000; AID 624170, 2012; note: % is set by controls: 0 for no effect and ±100 for the full control effect
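Enzyme dispensed in phosphate buffer (45 mM, pH 8.2, 0.02% Tween-20), compounds pinned in, then 1 mM L-glutamine solution and the glutamate oxidase–HRP–Amplex Red mix added; fluorescence read immediately and again after 30 min at room temperature.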
TrxR1 inh: qHTS Assay for Inhibitors of Mammalian Selenoprotein Thioredoxin Reductase 1 (TrxR1): qHTS; Thioredoxin reductase 1, cytoplasmic (Rattus norvegicus), O89049; recombinant rTrxR1, NADPH fluorescence consumption, selenite substrate; Potency, µM (titrated, usually from 114 µM), without a hit: at the top dose activity change, negative = inhibition, hits mostly inhibitors; hit rate 1% among 390,000; AID 588453, 2011; note: % is set by controls: 0 for no effect and ±100 for the full control effect; nearly all actives have a fitted effect of over 65% in size
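Rat TrxR1 (90 nM in the dispensed reagent) was pre-reduced with 400 uM NADPH for 5 min at room temperature, then incubated with compound for 15 min. After 400 uM selenite was added, NADPH fluorescence (Ex 340/Em 450 nm) was followed for 8 min.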
Tb PGK inh: qHTS Assay to Find Inhibitors of Phosphoglycerate Kinase; Phosphoglycerate kinase, glycosomal (Trypanosoma brucei brucei), P07378; PGK/GAPDH coupled, Kinase-Glo luminescence, 60 min; Potency, µM (highest dose often 57.5 µM), without a hit: top-dose activity change, negative = inhibition, most hits filed as inhibitors; hit rate 0.043% among 380,000; AID 602233, 2012; note: % is set by controls: 0 for no effect and ±100 for the full control effect; nearly all actives have a fitted effect of over 60% in size
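Recombinant glycosomal PGK reaction used 1,3-bisphosphoglycerate generated in-well by GAPDH (100nM final) in 100mM TEA pH 7.6, 5mM MgCl2, 0.01% Tween-20. After 60 minutes at room temperature, ATP was read by Kinase-Glo Plus luminescence end-point.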
HP1b binding inh: HTS for Inhibitors of HP1-beta Chromodomain Interactions with Methylated Histone Tails | AID 540317, 2011 | hit rate 0.56% among 390,000 | Chromobox protein homolog 1 (Homo sapiens), P83916 | Potency, µM (doses to about 114 µM), for inactives: at the highest dose activity change, negative = inhibition, hits mostly inhibitors | AlphaScreen HP1-beta / biotin-H3K9me3 peptide binding; note: nearly all actives have a fitted effect of over 70% in size; inactives centre near 23
Target sequence (P83916 whole entry, looked up): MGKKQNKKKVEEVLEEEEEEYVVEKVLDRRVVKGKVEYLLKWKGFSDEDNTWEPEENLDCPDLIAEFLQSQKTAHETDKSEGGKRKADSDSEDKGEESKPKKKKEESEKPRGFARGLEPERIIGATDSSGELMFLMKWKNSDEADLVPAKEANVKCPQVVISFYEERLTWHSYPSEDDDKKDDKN
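Compound inhibition of the preformed complex between 50 nM HP1-beta and 50 nM biotinylated H3K9me3 peptide was read by AlphaScreen. Buffer was PBS pH 7.4 with 0.01% Tween-20. Incubations ran 30 min at room temperature, with 10 ug/mL donor/acceptor beads.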
Pin1 inhibitor: qHTS Assay to Find Inhibitors of Pin1; Peptidyl-prolyl cis-trans isomerase NIMA-interacting 1 (Homo sapiens), Q13526; Pin1 FP peptide displacement, HiFluor488, 10 min; Potency, µM (top dose mostly 115 µM), for inactives: top-dose activity, negative = inhibition, usual class: inhibitors; hit rate 0.009% among 390,000; active = well fitted inhibition curve with a large enough effect in the polarisation, with a control signal flat, not every such curve was filed as active; inconclusive = small, poorly fitted or top-dose-only effect, or effect the other way, or a change in a side signal; inactive = no such curve, though single readings can be large or run the other way; the % refers to the polarisation; note: % is set by controls: 0 for no effect and ±100 for the full control effect
Target sequence (Q13526 whole entry, looked up): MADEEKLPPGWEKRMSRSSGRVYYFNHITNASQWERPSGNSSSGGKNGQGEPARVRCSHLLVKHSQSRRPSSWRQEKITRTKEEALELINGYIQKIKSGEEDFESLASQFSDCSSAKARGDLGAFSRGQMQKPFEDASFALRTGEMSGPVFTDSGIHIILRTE
JMJD2A Tudor: qHTS Assay for Inhibitors of JMJD2A-Tudor Domain | hit rate 4.4% among 390,000 | AlphaScreen JMJD2A-Tudor / H3K4me3 peptide binding | Potency, µM (doses to about 114 µM), without a hit: at the top dose activity change, negative = inhibition, hits mostly inhibitors | Lysine-specific demethylase 4A (Homo sapiens), O75164; note: % is set by controls: 0 for no effect and ±100 for the full control effect; nearly all actives have a fitted effect of over 50% in size
* = called active by the depositor; i = inactive; ? = inconclusive; / = no result given; & = joins results of further samples; [ ] = another dose, or the depositor's remark. Unless noted, calls come from the whole dose curve; as a rule, active = well fitted curve in the direction sought with a large enough effect; inconclusive = small, poorly fitted or top-dose-only effect, or another doubt; inactive = no such curve, though single readings can be large; an effect the other way counts as inactive or inconclusive. Potency is the fitted concentration of half-maximal effect.

SMILES	ERG-DNA inh	RGS4 inh	12-LOX inh	GLS inh	TrxR1 inh	Tb PGK inh	HP1b binding inh	Pin1 inhibitor	JMJD2A Tudor
CCc1nnc(NC(=O)CSc2sc3c(O)cc(=O)[nH]c3c2C#N)s1	20%	-52%	-23%	?	-21%	?	40µM*	?	20µM*
O=C(NCc1ccco1)C(c1cccs1)N(C(=O)C1COc2ccccc2O1)c1cccc(O)c1 (stereo not given)	0%	-34%	?	-2%	-3%[57.1 µM]	i	-25%	27%	?
CCn1c(SCC(=O)NC(C)(C)C)nnc1-c1ccccn1	5%	2%	0%	6%	14%	-1%	29%	-1%	-1%
Cc1ccc(-c2noc(CCC(=O)N(C)c3ccccc3F)n2)cc1	2%	-7%	-17%	-13%	3%	-9%	44%[activator]	-8%	14%
CCOC(=O)c1c(C)c(-c2ccccc2)n(CC(=O)Nc2ccc(OCC)cc2)c1C	0%	3%	-21%	3%	28%	-6%	17%	-2%	-7%
COc1ccc2nc(CNC(=O)C3CCC(=O)N(CCc4ccccc4)C3)[nH]c2c1 (stereo not given)	3%	14%	24%	0%	11%	-1%	39%[activator]	-1%	-10%
O=C(Nc1cccc(Cl)c1)c1ccc2nc(CCc3ccccc3)oc2c1	-1%	5%	-30%	-11%	21%[57.1 µM]	5%	16%[57 µM]	11%	-5%
CC(C)(C)[C@@H]1COC(=O)[C@H](Cc2ccc(F)cc2)CC/C=C\C[C@@H](CC(=O)N(CCO)Cc2ccccc2)C(=O)N1	-5%	12%	4%	4%	22%[57.1 µM]	-11%	29%	8%	-31%
O=S(=O)(c1ccccc1)n1nc(-c2ccccc2)nc1NCc1ccc(Cl)cc1	8%	-13%	-16%	-18%	13%	i	43%	25%	2%
O=c1oc2ccccc2c(NCc2ccc(Cl)cc2)c1[N+](=O)[O-]	12%	21%	-7%	3%	12%	-6%	-3%	0%	?
O=C(Nc1ccc(N2CCOCC2)cc1)c1ccc(Cl)c(S(=O)(=O)N2CCCCC2)c1	-4%	-2%	0%	1%	10%	-7%	24%	1%	-21%
O=C(NC1CCCCC1)c1ccc(Cn2c(SCc3cccc(F)c3)nc3cccnc32)cc1	-3%	-2%	6%	6%	9%	-9%	24%	?	-21%
C(=N\N1CCN(C(c2ccccc2)c2ccccc2)CC1)/c1ccc2c(c1)OCO2	-15%	-6%	?	-5%	15%[57.1 µM]	-10%	?	7%	22µM*
CC[n+]1c(C)sc2c3ccsc3ccc21	-3%	?	?	9%	-5%	0%	?	-1%	56µM*
COc1cccc2[nH]c3ccccc3c(=O)c12	1%	-9%	/	2%	54%[activator]	-1%	23%	0%	-1%
Cc1nn(-c2ccccc2)c(Cl)c1/C=N/Nc1nnc(C)c(=O)[nH]1	-6%	6%	-16%	-13%	6%[57.1 µM]	3%	28%	3%	-3%[11.4 µM]
COc1ccc(CNC(=O)Cn2nnc(-c3ccc(C(F)(F)F)cc3)n2)cc1	-3%	2%	-22%	0%	21%[57.1 µM]	-4%	40%[activator]	-1%	-29%
C=C(C)C1CC=C(CN2CCC(C(=O)OCC)CC2)CC1 (stereo not given)	2%	29%	-52%	3%	2%	-2%	?	4%	2.5µM*
COC(=O)c1sc2ncccc2c1-n1c(C)ccc1C	1%	-32%	3%	9%	?	i	9%	2%	-14%
CC1CC(NS(=O)(=O)c2cccs2)CC(C)(C)C1 (stereo not given)	/	16%	-14%[57.4 µM]	10%	11%	6%	3%	1%	4%
COCCN(CCOC)C(=O)c1cc2sc3ccccc3c2s1	/	13%	-15%	0%	-2%	5%	37%	-9%	2%
COc1ccc(C(CNC(=O)COc2ccccc2C)N2CCOCC2)cc1 (stereo not given)	-5%	-20%	1%	-5%	3%	-3%	24%	-1%	-3%
O=C(NC(Cc1ccccc1)C(=O)O)/C(=C/c1ccc(F)cc1)NC(=O)c1ccccc1 (stereo not given)	8%	6%	-2%	?	26%	/	54%[activator]	3%	-3%
N#Cc1c(NC(=O)CSC2=NCCS2)sc2c1CCCC2	-3%	7%	-25%	2%	?	7%	15%	34%[activator]	-18%
Cc1ccc(C)c(NC(=O)C2CCCN(S(=O)(=O)c3ccc4[nH]c(=O)ccc4c3)C2)c1 (stereo not given)	-5%&1%	11%&-1%	14%&-20%	-1%&1%	12%[57.1 µM]	i	37%&30%	0%&24%	-12%&-15%
O=C(CN1C(=O)C2C3C=CC(C3)C2C1=O)NCc1ccc2c(c1)OCO2 (stereo not given)	4%	23%	8%	17%	-8%	-1%	29%	-13%	0%
COc1ccc(NC(=O)Nc2ccccc2OC)cc1	/	16%	8%	15%	18%	-18%	25%	3%	-15%
CCC(Sc1nc2sc(C(=O)OC)c(C)c2c(=O)n1N)C(=O)NCC1CCCO1 (stereo not given)	4%	-11%	16%	-10%	12%	-7%	33%	0%	4%
CN1C(=O)c2cccc(NCCCCCCN3C(=O)c4ccccc4C3=O)c2C1=O	1%	?	18%	-8%	27%[57.1 µM]	-5%	40%[activator]	0%	2%
O=C(OCc1nc2ccccc2c(=O)[nH]1)c1cccs1	-5%	12%[56.9 µM]	-11%	2%	9%	4%	59%[activator]	7%	2%[57.1 µM]

3 entries from above, bar-delimited.
Structure | ERG-DNA inh | RGS4 inh | 12-LOX inh | GLS inh | TrxR1 inh | Tb PGK inh | HP1b binding inh | Pin1 inhibitor | JMJD2A Tudor
COc1ccc(C(CNC(=O)COc2ccccc2C)N2CCOCC2)cc1 (stereo not given) | -5% | -20% | 1% | -5% | 3% | -3% | 24% | -1% | -3%
O=C(NC(Cc1ccccc1)C(=O)O)/C(=C/c1ccc(F)cc1)NC(=O)c1ccccc1 (stereo not given) | 8% | 6% | -2% | ? | 26% | / | 54%[activator] | 3% | -3%
N#Cc1c(NC(=O)CSC2=NCCS2)sc2c1CCCC2 | -3% | 7% | -25% | 2% | ? | 7% | 15% | 34%[activator] | -18%

Next part.
SMILES	ERG-DNA inh	RGS4 inh	12-LOX inh	GLS inh	TrxR1 inh	Tb PGK inh	HP1b binding inh	Pin1 inhibitor	JMJD2A Tudor
Cc1ccc(N(CC(=O)NC2CCCC2)C(=O)CCC(=O)Nc2ccccn2)cc1	11%	5%	27%	0%	8%	-2%	24%	-3%	8%
Cc1cc(CNC(=O)COc2ccc(C#N)cc2)c2ccccc2n1	-2%	-13%	11%&17%	0%	12%[57.1 µM]	-3%	8%	0%	-13%
CCCCN(CCCC)CC(O)CN1C(=O)NC(C)(C)C1=O (stereo not given)	10%	5%	0%	-2%	3%	i	23%	-4%	-1%
COc1ccccc1C(=O)NC(=O)COC(=O)CCOc1ccccc1C	-5%	-9%	-9%	-1%	4%	2%	69%[activator]	-7%	21%
CC(c1nnc(SCC(=O)c2c(N)n(C3CC3)c(=O)[nH]c2=O)n1-c1ccc(F)cc1)N(C)C (stereo not given)	8%	7%	2%	0%	21%	0%	25%	1%	-5%
CCn1nnnc1SCC(=O)Nc1ccc2c(c1)OCCO2	-7%	-26%	1%	2%	-4%	-6%	39%[activator]	-2%	-6%
CN=C1SC(CC(=O)Nc2ccc(F)cc2F)C(=O)N1/N=C/c1ccc(OC(F)F)c(OC)c1 (stereo not given)	-2%	-52%	-1%	-13%	18%[57.1 µM]	-18%	-12%	-5%	-33%
Cn1cc(C(=O)NCc2ccc(Cl)cc2)c(=O)c2cc(S(=O)(=O)N3CCOCC3)ccc21	5%	-6%	-9%	-9%	9%	i	32%	-4%	5%
Cc1ccc(CCNC(=O)CCCn2c(=O)c3ccccc3n(Cc3ccccc3C)c2=O)cc1	-1%	10%	?	5%	15%	-1%	43%[activator]	-3%	1%
Cc1cc(C)nc(-n2nc(C)c(Br)c2Nc2ccc(Br)cc2)n1	-11%	45%	-1%	15%	-2%	-2%	12%	4%	2%
CC(C)CN(C(=O)c1cccc(S(=O)(=O)N2CCCCC2)c1)C1CCS(=O)(=O)C1 (stereo not given)	1%&-1%	25%&27%	?	-12%&-11%	11%	-2%&-14%	13%	-9%&-1%	-6%&-2%
O=C(CS(=O)(=O)c1ccccc1)NCc1ccccc1	7%	19%	28%	1%	38%	-4%	14%	-16%	-11%
O=C(Nc1ccc2nc(SCC(=O)N3CCCC3)sc2c1)c1ccc(Br)cc1	-6%	36%	-18%	-12%	19%	8%	39%[activator]	-6%	-34%
CCOC(=O)C1CCN(c2ccc([N+](=O)[O-])c(C(C)=O)c2)CC1	-5%	5%	?	4%	16%[57.1 µM]	-4%	-3%	0%	-14%
CCC(=O)N1CCN=C1SCc1ccc(F)cc1	-5%	-3%	12%	-2%	13%	10%	70%[activator]	-6%	4%
COc1ccc(C(=O)NCCCn2ccnc2)cc1[N+](=O)[O-]	2%	-3%	-13%	1%	-1%	i	48%[activator]	6%	-20%
CCOC(=O)c1c(CCl)nc2ccccc2c1C	-1%	-14%	?	0%	1%	-9%	32%	7%	89µM*

Screens as filed in PubChem.

Only part of the results is shown (hit frequency here may not be typical).
